Source: PubChem BioAssay (National Center for Advancing Translational Sciences (NCATS))
Abeta rescue – restores growth of yeast expressing A-beta42 peptide; yeast expressing A-beta42, growth rescue, OD600, 48 h; response scale: 0% DMSO, 100% iron-clioquinol control; Potency, µM (titrated, usually from 46.1 µM), for the others: top-dose growth rescue, hits mostly activators; actives 0.063% (n = 410,000); further: potency means the concentration at half of the fitted maximal effect; nearly all actives have a fitted effect of over 55% in size
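Yeast A-beta toxicity model in growth medium with pinned compounds, 48 h at 30 C; growth read as absorbance at 600 nm. Normalized to FeCl3/clioquinol equimolar mix (positive) and DMSO (negative).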
pAkt inh – blocks phosphorylation of Akt; AID 651550; activity change, % for hits at 50 µM; Neuro2A IGF-stimulated pAkt S473 HTRF, 20 min; hits give low values; actives 0.32% (n = 360,000); in the data active means activity change below about -80%; inconclusive means mostly about -51% to -80%; further: on the % scale 0 is the no-effect control and ±100 the full control effect
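Neuro2A cells (4,500/well, DMEM with 0.5% FBS) were treated with compound at a single 50 µM final concentration, stimulated with 6 nM IGF for 20 min at 37 °C, and lysed. Phospho-Akt Ser473 was read by HTRF as 665/615 ratio ×10^4.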
MmCpn inh – blocks the Methanococcus maripaludis chaperonin Mm-Cpn. purified Mm-Cpn ATPase, ADP Transcreener TR-FRET. Potency, µM (series often up to 76.9 µM), for the others: top-dose activity, negative = inhibition, usual class: inhibitors. actives 0.031% (n = 330,000). AID 504842; further: potency means the concentration at half of the fitted maximal effect; on the % scale 0 is the no-effect control and ±100 the full control effect; nearly all actives have a fitted effect of over 80% in size
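Purified archaeal Mm-CPN (25nM final) preincubated 10 min at 37degC with compound, then 10uM ATP for 30 min at 37degC; ADP measured by HTRF Transcreener TR-FRET; buffer 30 mM TRIS pH 7.4, 100mM KCl, 5mM MgCl2, 1mM DTT.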
CCT modulator – cytosolic chaperonin activity modulation | purified chaperonin ATPase assay, HTRF ADP detection, 30 min | activity change, % (test concentration not listed), hits read low | actives 0.3% (n = 360,000) | AID 651819; in the data active means activity change below about -30%; further: on the % scale 0 is the no-effect control and ±100 the full control effect
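First, chaperonin was dispensed at 40 nM or 20 nM final depending on batch activity. Next, compounds were pinned at 76 uM and ATP added at 10 uM. After 30 min at 37 °C, ADP detection reagents ran 30 min at ambient temperature.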
TGFb inhibitor – TGF-b pathway inhibition; HepG2 CAGA-GFP TGF-b/SMAD3 reporter, GFP fluorescence, 18 h; TGF-beta stimulated, 500 pg/mL final; Potency, µM (titrated, usually from 46.1 µM), inactives show top-dose activity, negative = inhibition, most hits filed as inhibitors; AID 588855; actives 1.2% (n = 410,000); further: potency means the concentration at half of the fitted maximal effect; on the % scale 0 is the no-effect control and ±100 the full control effect; nearly all actives have a fitted effect of over 65% in size
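HEPG2 CAGA-GFP, 1000 cells/well; 2 h settle, 37 C; cpd via pin tool; TGF-b 500 pg/mL final; 18 h, 37 C; GFP imaging ex488/em500-530; %Activity normalised to -TGF-b and +DMSO controls; CRC fit, curve class.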
A549 tox – A549 cytotoxicity, counter-screen for Nrf2 inhibitors | AID 504648 | Potency, µM (doses to about 46 µM), without a hit: at the highest dose activity change, negative = cytotoxicity, most hits filed as inhibitors | A549 ARE-Fluc cells, CellTiter-Fluor viability, 18-24 h | actives 0.16% (n = 390,000); further: potency means the concentration at half of the fitted maximal effect; on the % scale 0 is the no-effect control and ±100 the full control effect
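A549 ARE_Fluc cells in 5% FBS OPTI-MEM were exposed to compounds in concentration-response for 18-24 h at 37 deg C. Viability was read by CellTiter-Fluor fluorescence (Ex 405/Em 525) after 30 min, before the luciferase read.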
HepG2 tox – counter-screen for TGF-b inhibitors: cytotoxicity in HepG2 cells; Potency, µM (titrated, usually from 46.1 µM), inactives show top-dose activity change, negative = cytotoxicity, hits mostly cytotoxic; actives 0.76% (n = 410,000); HepG2 CAGA-GFP viability, ATP luminescence, 18 h; further: potency means the concentration at half of the fitted maximal effect; some results filed as inactive show a strong effect at the top dose
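HepG2 CAGA-GFP cells (1000/well, DMEM with 1% FBS) received compound, then TGF-beta at 500 pg/mL final, and were incubated 18 hours at 37 degrees C. Viability was read by CellTiter-Glo luminescence. Media-only wells were set as complete cell-killing and DMSO as no toxicity.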
Nrf2 ARE act – activates Nrf2 signaling; actives 0.31% (n = 410,000); Potency, µM (titrated, usually from 46.1 µM), for the others: at the highest dose activation, actives largely listed as activators; AREc32 ARE-luciferase reporter (MCF7-derived line), luminescence, 24 h; further: potency means the concentration at half of the fitted maximal effect; % of control where 0% means no effect; nearly all actives have a fitted effect of over 65% in size
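Quantitative high-throughput format: AREc32 reporter cells, 1000 per well, received compound by pin transfer and were incubated 24 hr at 37 deg C, 5% CO2, before Steady-Glo luminescence detection.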
Nrf2 inh – blocks Nrf2 signaling | A549 ARE-Fluc reporter, luciferase luminescence, 18-24 h | Potency, µM (top dose mostly 46 µM), inactives show top-dose activity change, negative = inhibition, most hits filed as inhibitors | actives 2.1% (n = 360,000) | AID 504444; further: potency means the concentration at half of the fitted maximal effect; on the % scale 0 is the no-effect control and ±100 the full control effect; nearly all actives have a fitted effect of over 60% in size
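Two sequential reads on A549 ARE_Fluc cells exposed to compound for 18-24 h: a CellTiter-Fluor fluorescence read for viability, then a luciferase luminescence read for Nrf2/ARE activity.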
* marks the source's active call; other numbers are inactive results; i = inactive; ? = inconclusive; nt = no result given; [ ] = remark or other dose. Unless noted, the call rests on the fitted dose curve; in most records, active means well fitted curve in the direction sought with a large enough effect; inconclusive means small, poorly fitted or top-dose-only effect, or another doubt; inactive means no such curve, though single readings can be large; an effect the other way counts as inactive or inconclusive.

SMILES | Abeta rescue | pAkt inh | MmCpn inh | CCT modulator | TGFb inhibitor | A549 tox | HepG2 tox | Nrf2 ARE act | Nrf2 inh
CCOC(=O)C1CCN(C(=O)C2COc3ccccc3O2)CC1 (stereo not given) | -5.2% | i | 1.2% | -1.1 | 28.9% | -0.1% | -0.2% | -0.7% | -14.2%
COCCNc1nc(NCC2CCCCC2)c2sc(-c3ccccc3)cc2n1 | 7.3% | i | nt | 1.3 | ? | nt | -102.2% | 0.7%[9.22 µM] | nt
COc1ccc2[nH]cc(CC(=O)O)c2c1 | -22.9% | i | -0.1% | -1.8 | -8.5% | 1.9% | 5.8% | -0.3% | -7.6%
CCN1c2ccccc2NC2C1C(C(C)=O)C(=O)N2c1ccc(Cl)cc1 (stereo not given) | -14.2% | i | 1.4% | -0.1 | 44.5%[activator] | -11.9% | -33.2% | 20.7% | ?
Cc1cccc(C)c1NC(=O)CN1CCN(c2ccc(F)cc2)CC1 | -17.9% | i | nt | -1.2 | -22.8% | nt | -26.9% | -1.2% | nt
COc1ccc2[nH]c(=O)c(CN(CC3CCCO3)C(=O)Nc3ccccc3OC)cc2c1 (stereo not given) | 8.8% | i | -0.3% | -0.9 | 1.3% | -17.8% | 26.0% | -0.3% | -5.4%
CC(=O)N1CCc2c(sc3c2c(=O)n(-c2cc(Cl)ccc2C)c(=O)n3Cc2ccccc2F)C1 | -28.2% | nt | nt | nt | 14.7% | -1.3% | -31.8% | 7.4% | 7.3%
CCOc1ccc(C(=O)c2oc3ccccc3c2NC(=O)Cc2coc3ccc(CC)cc23)cc1 | ? | nt | nt | nt | -9.0% | -0.2% | 5.9% | 0.5% | 5.4%
Cc1cc(C)c2cc(C#N)c(NCCCNC(=O)CCC(=O)O)nc2c1 | -27.7% | i | -0.9% | 0.7 | -12.9% | nt | -0.6% | -0.2% | 10.7%
CCC(NCc1cccnc1)c1ccc(OC)c(OC)c1 (stereo not given) | -1.4% | i | nt | -3.8 | 4.6% | 8.7% | 0.7% | -0.7% | 3.3%
CCCNC(=O)C1CCN(S(=O)(=O)c2ccc3c(c2)CCCN3C(C)=O)CC1 | -21.1% | nt | nt | nt | -1.2% | 7.0% | 0.2% | 3.0% | nt
COc1ccccc1CNC(=O)COC(=O)c1ccc(Cl)c(N)c1 | 0.0% | i | -3.3% | -4.2 | 2.6% | 10.4% | -21.0% | 3.6% | -10.0%
O=C(C1Cc2ccccc2CN1S(=O)(=O)c1ccc(F)cc1)N1CCOCC1 (stereo not given) | -1.4% | i | 0.5% | -1.8 | -1.6% | 0.0% | -1.0% | 0.0% | -7.3%
O=C(COc1ccccc1)Nc1ccc2c(c1)C(=O)N(CC1CCCO1)C2=O (stereo not given) | 7.8% | i | 1.5% | -0.4 | ? | 2.0% | -93.7% | -0.8% | 15.6%
Cc1cccc(C(=O)NNC(=S)NC(=O)c2cccs2)c1 | -31.5%[inhibitor] | i | -0.8% | -1.2 | -7.3% | ? | -15.1% | 8.1% | ?

Reprinted at random: 4 records from the list, in no set order.
SMILES | Abeta rescue | pAkt inh | MmCpn inh | CCT modulator | TGFb inhibitor | A549 tox | HepG2 tox | Nrf2 ARE act | Nrf2 inh
CC(=O)N1CCc2c(sc3c2c(=O)n(-c2cc(Cl)ccc2C)c(=O)n3Cc2ccccc2F)C1 | -28.2% | nt | nt | nt | 14.7% | -1.3% | -31.8% | 7.4% | 7.3%
CCCNC(=O)C1CCN(S(=O)(=O)c2ccc3c(c2)CCCN3C(C)=O)CC1 | -21.1% | nt | nt | nt | -1.2% | 7.0% | 0.2% | 3.0% | nt
CCN1c2ccccc2NC2C1C(C(C)=O)C(=O)N2c1ccc(Cl)cc1 (stereo not given) | -14.2% | i | 1.4% | -0.1 | 44.5%[activator] | -11.9% | -33.2% | 20.7% | ?
Cc1cccc(C(=O)NNC(=S)NC(=O)c2cccs2)c1 | -31.5%[inhibitor] | i | -0.8% | -1.2 | -7.3% | ? | -15.1% | 8.1% | ?

The list continues:
SMILES | Abeta rescue | pAkt inh | MmCpn inh | CCT modulator | TGFb inhibitor | A549 tox | HepG2 tox | Nrf2 ARE act | Nrf2 inh
OC(c1ccccc1)(c1nc(-c2ccc3ccccc3c2)cs1)C(F)(F)F (stereo not given) | -1.1% | i | nt | -2.0 | ? | nt | -98.7% | 3.2% | nt
CCOc1ccc(NS(=O)(=O)c2ccc3c(c2)N(C(C)=O)CCS3)cc1 | -3.6% | i | 0.5% | 1.7 | -16.0% | 2.6% | -2.1% | 2.8% | -13.3%
Cc1ccc(S(=O)(=O)N2CCOCC2)cc1C(=O)NCC1CCCCC1 | -7.8% | i | -0.1% | -0.6 | 8.0% | -1.9% | 13.6% | 0.1% | 0.9%
CCN1C(=O)[C@@H]2[C@@H](c3ccc(-c4cccc(Cl)c4)c(OC)c3)N3CCCC[C@@]3(C(=O)OC)[C@@H]2C1=O | 10.4% | i | -0.1% | -1.7 | -4.1% | -2.1% | -19.1% | -0.1% | -17.1%
CCc1ccc(C2c3[nH]c4ccccc4c3CCN2C(=O)c2cc[n+]([O-])cc2)cc1 (stereo not given) | 10.3% | i | -4.2% | -4.2 | -32.5% | -17.7% | -29.9% | -0.6% | -16.7%
C=CC[C@H](CC(=O)N(CCO)Cc1ccccc1)C(=O)N[C@@H](COC(=O)[C@@H](CC=C)CC(=O)OC(C)(C)C)Cc1c[nH]c2ccccc12 | 9.2% | i | 1.0% | -1.0 | ? | ? | -21.2% | -4.8% | 20.6µM*
O=C(Nc1ccc(N2CCOCC2)cc1Cl)C1CCN(C(=O)OCc2ccccc2)CC1 | 10µM* | i | 1.9% | -2.5 | -18.5% | 0.2% | -16.1% | 2.8% | ?
CCCCN(C)CCCNC(=O)c1cc(-c2cccs2)nc2ccccc12 | -9.3% | i | -0.3% | -0.9 | -12.3% | -2.2% | -24.3% | 11.2% | 3.5%
O=C(NCCc1c[nH]c2ccccc12)C1CCN(S(=O)(=O)c2ccccc2F)CC1 | -2.3% | i | 0.6% | 0.5 | 11.4% | -1.0% | -0.8% | 0.3% | 6.8%
Cc1sc(NC(=O)c2ccc(OCC(C)C)cc2)c(C(N)=O)c1-c1ccc(Cl)cc1Cl | 1.4% | i | -0.1% | -0.8 | -20.9% | -9.4% | -4.2% | 2.7% | 18.4µM*
O=C(O)CCC(NC(=O)C1CCCN1C(=O)OCc1ccccc1)C(=O)O (stereo not given) | 3.5% | i | 0.7% | 1.5 | 4.8% | -0.7% | 5.4% | -0.4% | 2.9%
COc1ccc(NS(=O)(=O)c2ccc(NC(=S)NC(=O)CC(C)C)cc2)cc1 | ? | i | -0.1% | -3.2 | ? | ? | -0.6% | 2.1% | nt
CN1OC[C@@H]2CN(C(=O)C(C)(C)C)[C@H](c3cccc(N4CCOCC4)c3)C[C@@H]21 | -17.7% | i | nt | 0.0 | -4.9% | 0.1% | -7.4% | 0.6% | -1.1%
Cc1ccc(-c2nc(-c3nccc4ccccc34)oc2-c2ccccc2)cc1 | -9.6% | i | -1.3% | -0.8 | -13.5% | -1.4% | -17.4% | 10.1% | ?
O=C(Nc1cccc(C(F)(F)F)c1)c1cccc(C(=O)Nc2cccc(C(F)(F)F)c2)c1 | -6.2% | nt | nt | nt | -30.8% | -2.0% | -36.3% | -1.2% | ?
CCCCOC(=O)CN1C(=O)c2ccc(C(=O)OCCCC)cc2C1=O | 3.2% | i | 1.2% | -3.8 | -0.5% | 5.1% | 3.9% | -0.1% | 4.2%
COC(=O)c1cc(-c2ccccc2)on1 | -3.9% | i | 0.7% | -0.4 | 0.6% | 3.6% | -0.2% | 0.2% | -3.8%
CCOc1ccc(C(=O)NCC(=O)OCc2c(C)noc2C)cc1 | -5.4% | i | -6.6% | -0.4 | ? | 2.5% | -8.8% | -0.1% | 4.5%
Cc1cc(NC(=O)CCN2CCC(C(N)=O)CC2)ccc1Br | 2.0% | i | -0.7% | 0.2 | 31.6%[activator] | ? | -18.6% | 1.4% | -10.3%
CCCn1c(C(=O)OC)cc2c1ccn2-c1ccc(F)cc1 | ? | i | 0.6% | -3.2 | -11.6% | -5.6% | -30.7% | -0.2% | 4.7%
COc1ccc(N2CCN(S(=O)(=O)c3cccc4nsnc34)CC2)cc1 | -10.2% | nt | -0.2% | 0.1 | 7.3% | 1.8% | 5.6% | 0.6% | -7.5%
O=C(OC(C(=O)NCc1cccs1)c1ccccc1Cl)c1ccco1 (stereo not given) | 7.7% | i | -0.4% | -5.3 | 7.5% | -1.1% | -10.7% | -0.3% | 11.5%
Cc1ccc(COC(=O)CCCN=C2NS(=O)(=O)c3ccccc32)cc1 | 12.4% | i | -3.5% | -3.5 | ? | -6.7% | -20.0% | 1.8% | ?
COc1ccc(NC(=O)C[C@H]2C(=O)N(Cc3ccccc3)C[C@@H]2Cc2ccccc2)cc1 | 1.3% | i | nt | 0.7 | -9.2% | nt | -0.3% | 2.9% | nt
O=c1cc(-c2ccc(F)cc2)oc2ccccc12 | 5.5% | i | nt | -1.9 | -6.8% | 1.3% | -28.8% | 11.2µM* | 11.0%
CCOc1ccc(NC(=O)C2CCN(S(=O)(=O)c3c(C)noc3/C=C/c3ccco3)CC2)cc1 | -11.4% | nt | nt | nt | ? | 4.9% | -21.0% | 24.9% | 0.0%
COC(=O)[C@@H](NC(=O)NCCC1=CCCCC1)C(C)C | -17.7% | i | -0.5% | -3.4 | 0.6% | -0.1% | -1.4% | -0.6% | -23.3%
